Source: PubChem
WT yeast gro inh: growth inhibition of WT yeast, mitochondrial fusion screen. mitochondrial fusion phenotypic screen, WT strain. inhibition, % at 10 µM. actives 2.1% (n = 190,000). AID 1362; in the data active = inhibition above about 58%; tested in S. cerevisiae
Yfh1-depleted yeast: mitochondrial function rescue without frataxin homolog – Friedreich's ataxia, plus single-dose screen, dose response (AID 1465); S. cerevisiae Yfh1-off respiration, WST-1 reduction, 72 h; higher fold induction means a stronger effect; one-dose fold induction at 50 µM; EC50 in µM for titrated hits; actives 0.074% (n = 220,000);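 active = fold induction of absorbance versus untreated yeast above a set limit, then at least 30% activation at any dose in follow-up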;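 note: activators that raise dye reduction in frataxin-depleted yeast; strong numbers were not always called active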
Dengue-2 NS5 capping: Dengue-2 NS5 methyltransferase inhibitors, primary screen, biochemical, confirmation dose response (AID 588689). one-dose inhibition, % at 25 µM; IC50 in µM for titrated hits. Dengue-2 NS5 methyltransferase capping enzyme assay, biochemical; higher % means a stronger effect. actives 0.3% (n = 340,000); in the data active = a potency from the dose series
West Nile antiviral: inhibition of WNV-induced cytopathic effect – cell-based, CPE readout (AID 1621); CPE inhibition, % at 10 µM; hits with a dose series show IC50 in µM; West Nile virus-infected cells, CPE inhibition; higher % means a stronger effect; actives 0.02% (n = 290,000); in the data active = a potency from the dose series; note: strong numbers were not always called active
SV40 large T antigen: TAg ATPase/helicase activity blockers – biochemical (AID 1903). actives 0.39% (n = 310,000). inhibition, % at 20 µM; hits with a dose series show IC50 in µM. SV40 large T antigen ATPase/helicase inhibition assay; higher % means a stronger effect; in the data active = a potency from the dose series; note: strong numbers were not always called active
ER stress rescue: rescue of cells from ER stress-induced death, primary screen, 384-well, CSM14.1, thapsigargin, ATP luminescence (AID 1222); CSM14.1 thapsigargin-induced death rescue, ATP luminescence; higher % means a stronger effect; one-dose cellular ATP content (survival), % at 20 µM; EC50 in µM for titrated hits; 190,000 tested, under 10 active;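 active = EC50 below 50 µM in the dose-response confirmation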;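 note: death triggered by thapsigargin at about 15 µM added after 2 h compound pretreatment; cell ATP read after overnight thapsigargin exposure of roughly 18 to 22 hours; normalized against plate controls of thapsigargin alone and 5% DMSO vehicle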
RSV CPE inhibition: RSV antiviral activity via CPE protection, HEp-2 cells, primary 10 µM value included (AID 2391) | CPE inhibition, % at 10 µM; hits with a dose series show IC50 in µM | actives 0.13% (n = 310,000) | HEp-2 cells, RSV-induced CPE inhibition; higher % means a stronger effect; in the data active = a potency from the dose series; note: strong numbers were not always called active
XIAP antagonists: XIAP antagonists, biochemical, IAP family, fluorescence polarization (AID 1018); displacement, % at 20 µM; hits with a dose series show IC50 in µM; actives 0.007% (n = 200,000); XIAP BIR domain, fluorescence polarization peptide displacement; higher % means a stronger effect; in the data active = displacement above about 50%; note: a part of the inactive calls stands beside numbers as strong as those of hits
K1F lysis inhibition: inhibition of K1F phage lysis, E. coli UTI89, bacterial capsule biogenesis inhibitors, alamar blue (AID 488966); E. coli UTI89 K1F phage lysis, alamar blue, 2 h; higher % means a stronger effect; one-dose inhibition, % at 100 µM; IC50 in µM for titrated hits; actives 0.02% (n = 340,000);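 active = phage lysis inhibition, versus mean bacterial control, above a set limit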;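 note: capsule biogenesis inhibitors block K1F phage lysis so surviving cells raise fluorescence; higher fluorescence means more inhibition of phage lysis; actives were called in the ten point dose series up to 300 µM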
WT yeast gro inh mutant strain: further read-out of WT yeast gro inh, marked with its call; inhibition, %; mitochondrial fusion phenotypic screen, mutant strain inhibition
Dengue-2 NS5 capping pilot replicate: also measured in Dengue-2 NS5 capping; calls as there; inhibition, %; measured here: pilot screen replicate inhibition
Active calls of the source: *; i = inactive; x = no result given; [ ] = remark or other dose.

SMILES	WT yeast gro inh	WT yeast gro inh mutant strain	Yfh1-depleted yeast	Dengue-2 NS5 capping	West Nile antiviral	SV40 large T antigen	ER stress rescue	RSV CPE inhibition	XIAP antagonists	K1F lysis inhibition	others
COc1ccc(-c2cc(C(F)(F)F)c(C#N)c(SCC(=O)Nc3ccccc3C#N)n2)cc1	-5	-34	i	x	0.1%	4%	-0.3%	-0.4%	-4.1%	x
COC(=O)CNC(=O)Cn1cnc2sc(C)c(S(=O)(=O)N3CCC(C)CC3)c2c1=O	2	5	i	-2%	-0.1%	-7%	-1.3%	2.3%	-7.8%	3.5%
Cc1ccc(S(=O)(=O)NCC(=O)NCc2cc(=O)n(C)c(=O)n2C)cc1	x	x	x	-2%	-0.1%	7%	x	1.7%	x	-0.1%
CC1(C)CC(NC(=O)c2ccc(Br)o2)CC(C)(C)N1	x	x	x	1%	-0.4%	0%	x	0.5%	x	0.0%
O=C(COc1ccccc1Cl)Nc1ccc2c(c1)C(=O)NC2=O	x	x	x	-2%	0.2%	-16%	x	2.4%	x	-0.7%[50 µM]
Cn1cccc1/C=N/NC(=O)CSc1nc2ccccc2[nH]1	x	x	i	x	0.1%	15%	x	0.9%	x	x
CC(C)CCN1CCN(Cc2ccc(N3CCNC3=O)cc2)CC1CCO (stereo not drawn)	9	11	i	-13%	-0.4%	12%	-1.8%	-2.0%	-1.6%	0.2%
NC(=S)N=Nc1c(O)[nH]c2c(Br)cc(Br)cc12	26	38	i	x	-0.9%	1%	-0.6%	-1.9%	-4.8%	x
CCCOC(=O)c1ccc(NC(=O)c2c(Cl)ccc(Cl)c2OC)cc1	46	-5	i	-5%	-0.1%	-6%	4.9%	0.2%	-7.0%	0.8%
CCOc1ccc(C(=O)Nc2ccccc2OC(F)F)cc1	-9	0	i	-6%	-0.9%	10%	-2.2%	-0.2%	-3.6%	0.0%
O=C(O)/C=C/c1ccccc1Oc1ccccc1	-3	-7	i	-7%	0.0%	0%	-1.7%	2.6%	-3.7%	0.1%
CC(C)c1ccc(S(=O)(=O)/N=C2\C=C(NS(=O)(=O)c3ccccc3)C(=O)c3ccccc32)cc1	x	x	x	26µM*	-0.2%	-6%	x	3.6%	x	i
CC(=O)N(CCCNC(=O)c1ccccc1)C(=O)c1ccccc1	x	x	x	-6%	x	8%	x	0.3%	x	1.4%
COC(=O)C1(C(C[N+](=O)[O-])c2ccco2)C(=O)NCC1c1ccccc1 (stereo not drawn)	x	x	i	x	0.0%	3%	x	-0.2%	x	x
O=C(CSc1nc(O)cc(=O)n1-c1ccccc1)Nc1nc2ccccc2s1	x	x	i	-12%	0.1%	10%	x	1.0%	x	0.6%
CCC(C)[C@H](NC(=O)C1(c2ccccc2)CCN(C(=O)OC(C)(C)C)CC1)C(=O)N[C@@H](C(=O)O)c1ccccc1 (stereo partly drawn)	x	x	x	-7%	0.5%	7%	x	0.7%	x	0.5%
CCCn1c(CN2CCN(C(=O)OCC)CC2)nc2cc(NC(C)=O)ccc21	x	x	x	4%	-0.7%	2%	x	0.6%	x	0.0%
Cc1nnc(-c2cnn(C)c2N)n1Cc1cccc(Cl)c1	-1	-11	i	-1%	0.1%	-12%	8.4%	1.5%	-8.5%	1.2%
COCCNc1c2c(nc3ccccc13)CCC2	x	x	x	-7%	-1.1%	11%	x	1.2%	x	-0.2%
Cc1ccc(NC(=S)NC(=O)/C=C/c2ccc(Cl)cc2)cc1	11	6	i	1%	-0.1%	8%	-0.3%	0.2%	-13%	-0.6%
COc1ccc(-c2nnc(SC(C)C(=O)Nc3nccs3)n2Cc2ccccc2)cc1OC (stereo not drawn)	-2	14	i	-4%	1.4%	-13%	4.3%	-0.5%	-5.0%	-0.6%	Dengue-2 NS5 capping pilot replicate=-3.9
O=C(CCCN1C(=O)/C(=C/c2ccccc2)SC1=S)N1CCOCC1	x	x	x	15%	3.0%	-18%	x	0.5%	x	-0.6%
COc1ccc(-c2csc3nc(-c4ccccc4OC)oc(=O)c23)cc1	52	59	i	-3%	-0.1%	2%	2.7%	19%	-9.6%	0.3%
COc1cc(NS(=O)(=O)c2ccc3c(c2)n(C)c(=O)n3C)cc(OC)c1	-3	-25	i	-1%	0.1%	3%	-0.6%	x	-2.5%	-0.4%
O=C(CSc1nnc(-c2ccncc2)n1-c1ccccc1)NC1CC1	x	x	x	3%	0.6%	8%	x	2.5%	x	-0.1%

Gathered by group: the compounds so far with a Cl atom.
SMILES	WT yeast gro inh	WT yeast gro inh mutant strain	Yfh1-depleted yeast	Dengue-2 NS5 capping	West Nile antiviral	SV40 large T antigen	ER stress rescue	RSV CPE inhibition	XIAP antagonists	K1F lysis inhibition	others
O=C(COc1ccccc1Cl)Nc1ccc2c(c1)C(=O)NC2=O	x	x	x	-2%	0.2%	-16%	x	2.4%	x	-0.7%[50 µM]
CCCOC(=O)c1ccc(NC(=O)c2c(Cl)ccc(Cl)c2OC)cc1	46	-5	i	-5%	-0.1%	-6%	4.9%	0.2%	-7.0%	0.8%
Cc1nnc(-c2cnn(C)c2N)n1Cc1cccc(Cl)c1	-1	-11	i	-1%	0.1%	-12%	8.4%	1.5%	-8.5%	1.2%
Cc1ccc(NC(=S)NC(=O)/C=C/c2ccc(Cl)cc2)cc1	11	6	i	1%	-0.1%	8%	-0.3%	0.2%	-13%	-0.6%

Compounds above containing a furan ring, fused or not, in the order listed:
SMILES	WT yeast gro inh	WT yeast gro inh mutant strain	Yfh1-depleted yeast	Dengue-2 NS5 capping	West Nile antiviral	SV40 large T antigen	ER stress rescue	RSV CPE inhibition	XIAP antagonists	K1F lysis inhibition	others
CC1(C)CC(NC(=O)c2ccc(Br)o2)CC(C)(C)N1	x	x	x	1%	-0.4%	0%	x	0.5%	x	0.0%
COC(=O)C1(C(C[N+](=O)[O-])c2ccco2)C(=O)NCC1c1ccccc1 (stereo not drawn)	x	x	i	x	0.0%	3%	x	-0.2%	x	x

(next part)
SMILES	WT yeast gro inh	WT yeast gro inh mutant strain	Yfh1-depleted yeast	Dengue-2 NS5 capping	West Nile antiviral	SV40 large T antigen	ER stress rescue	RSV CPE inhibition	XIAP antagonists	K1F lysis inhibition	others
COc1ccc(COc2ccccc2C(=O)NCc2ccccc2)cc1F	4	3	i	-3%	-0.7%	5%	-2.1%	2.4%	1.2%	5.2%
Cn1[nH]c(C(F)(F)F)c(C=NCc2ccc(Cl)cc2)c1=O	-3	16	i	-12%	0.0%	10%	-0.1%	-0.2%	-6.1%	-0.2%
Cc1ccc(N(CCC(=O)NC(C)(C)C)S(=O)(=O)c2ccc(C)cc2)cc1	17	8	i	-4%	-1.3%	1%	-0.9%	-2.5%	-2.3%	-1.0%
CCC1(c2ccc(F)cc2)NC(=O)N(CC(=O)N2c3ccccc3NC(=O)C2(C)C)C1=O (stereo not drawn)	x	x	x	2%	x	7%	x	-1.3%	x	1.3%[50 µM]
Cc1cc(Nc2ccccc2)nn1C(=O)c1ccc(Cl)cc1	80*	53*	x	-3%	x	6%	-2.8%	0.8%	-4.9%	4.5%
COc1cccc(CN(C)CC(=O)NCc2ccccc2Cl)c1	2	2	i	0%	-1.5%	9%	-2.8%	2.4%	-13%	4.7%
COC(=O)c1ccc(NC(=O)COc2ccc3c(c2)OCO3)cc1	x	x	x	-12%	-0.1%	1%	x	-0.5%	x	2.0%
Cc1nn(CCCC(=O)NCc2ccc(F)cc2)c(=O)c2nccn12	x	x	x	-6%	-0.6%	1%	x	0.8%	x	-2.5%
O=C(O)CC(C(=O)Nc1cccc(C(F)(F)F)c1)C1CCCO1 (stereo not drawn)	15	12	i	-3%	0.1%	2%	0.6%	0.8%	-4.0%	-0.2%
COc1ccc2c(c1)cc(C(=O)N[C@H](C(=O)N1CCC(C(=O)O)CC1)C(C)C)n2C	x	x	x	-1%	0.0%	18%	x	0.8%	x	-0.5%
COc1ccc(N2CCN(C(=S)Nc3cc(C)ccc3C)CC2)cc1	0	22	i	0%	-0.2%	3%	0.2%	-1.8%	-5.5%	0.2%
COc1cc2[nH]c(=S)n(N(C(C)=O)C(C)=O)c(=O)c2cc1OC	-2	-3	i	-6%	0.1%	5%	-0.2%	1.2%	-1.2%	6.5%
COc1ccccc1Cn1c(=S)[nH]c2ccccc2c1=O	x	x	x	-3%	0.3%	15%	x	0.2%	x	0.0%
Oc1cccc(/C=N/Nc2nn3cnnc3c3ccccc23)c1	x	x	i	-5%	0.8%	8%	x	-1.2%	x	0.1%
O=C(O)c1ccc([N+](=O)[O-])c(CS(=O)(=O)c2ccccc2)c1	x	x	x	1%	0.1%	3%	x	2.1%	x	-0.2%
C/C(=N\NC(=O)CNC(=O)C(c1ccccc1)c1ccccc1)c1ccccc1	-13	-2	i	-7%	-0.4%	1%	1.8%	2.3%	-1.3%	4.0%
Cc1cccc(NC(=S)NC2CCN(Cc3ccccc3)CC2)c1C	7	12	x	-12%	x	11%	12%	11%	-3.9%	1.6%
Cc1ccc(NC(=O)CSc2nc(=O)cc(N)n2-c2ccccc2)cc1	-11	-15	i	-1%	-0.1%	1%	5.5%	1.4%	-2.9%	2.0%
Cc1cc(C)c(S(=O)(=O)c2ccccc2)c(OC(=O)c2c(F)cccc2F)n1	-5	7	i	6%	0.0%	15%	x	0.2%	-4.9%	-0.2%
CCC12CN3CC(CC)(CN(C1)C3c1ccccc1Cl)C2O (stereo not drawn)	-1	-7	i	-4%	-0.7%	-5%	0.9%	0.9%	-0.5%	0.1%
CCN(CC)c1ccc(/C=C2\NC(=O)NC2=O)cc1	6	9	i	-5%	-0.8%	21%	-1.9%	-1.1%	-6.4%	0.0%
CCc1ccccc1NC(=O)CCNS(=O)(=O)c1ccc2c(c1)CCC(=O)N2	x	x	x	10%	-0.2%	7%	x	0.8%	x	0.0%
CCOC(=O)C1CCN(C(=O)COc2ccc(Br)cc2C)CC1	1	9	i	-2%	-0.4%	6%	1.1%	-0.3%	-2.4%	0.3%

Ordered by count of non-hydrogen atoms (smallest number first): four of the compounds above
SMILES	WT yeast gro inh	WT yeast gro inh mutant strain	Yfh1-depleted yeast	Dengue-2 NS5 capping	West Nile antiviral	SV40 large T antigen	ER stress rescue	RSV CPE inhibition	XIAP antagonists	K1F lysis inhibition	others
CCN(CC)c1ccc(/C=C2\NC(=O)NC2=O)cc1	6	9	i	-5%	-0.8%	21%	-1.9%	-1.1%	-6.4%	0.0%
Cc1cc(Nc2ccccc2)nn1C(=O)c1ccc(Cl)cc1	80*	53*	x	-3%	x	6%	-2.8%	0.8%	-4.9%	4.5%
Cc1ccc(NC(=O)CSc2nc(=O)cc(N)n2-c2ccccc2)cc1	-11	-15	i	-1%	-0.1%	1%	5.5%	1.4%	-2.9%	2.0%
COc1ccc2c(c1)cc(C(=O)N[C@H](C(=O)N1CCC(C(=O)O)CC1)C(C)C)n2C	x	x	x	-1%	0.0%	18%	x	0.8%	x	-0.5%
